Source: PubChem BioAssay (several laboratories)
SV40 large T antigen: SV40 large T antigen inhibitors, biochemical (AID 1903); SV40 large T antigen ATPase/helicase inhibition assay; higher % means a stronger effect; inhibition, % at 20 µM, or IC50 in µM where a hit was titrated; 310,000 tested, 0.39% active; in the data active = a potency from the dose series; note: strong numbers were not always called active
Yfh1-off respiration: enhancers of respiration in Yfh1-depleted yeast, dose response, Friedreich's ataxia, plus single-dose screen (AID 1465); S. cerevisiae Yfh1-off respiration, WST-1 reduction, 72 h; higher fold induction means a stronger effect; fold induction at 50 µM, or EC50 in µM where a hit was titrated; 220,000 tested, 0.074% active;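 active = fold induction of absorbance versus untreated yeast above a set limit, then at least 30% activation at any dose in follow-up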;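 note: activators that raise dye reduction in frataxin-depleted yeast; strong numbers were not always called active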
CSM14.1 death rescue: rescue of cells from ER stress-induced death, primary screen, 384-well, CSM14.1, thapsigargin, ATP luminescence (AID 1222) | 190,000 tested, under 10 active | CSM14.1 thapsigargin-induced death rescue, ATP luminescence; higher % means a stronger effect | cellular ATP content (survival), % at 20 µM, or EC50 in µM where a hit was titrated;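 active = EC50 below 50 µM in the dose-response confirmation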;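 note: death triggered by thapsigargin at about 15 µM added after 2 h compound pretreatment; cell ATP read after overnight thapsigargin exposure of roughly 18 to 22 hours; normalized against plate controls of thapsigargin alone and 5% DMSO vehicle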
NS5 inhibitors: Dengue-2 NS5 methyltransferase inhibitors, primary screen, biochemical, confirmation dose response (AID 588689); Genome polyprotein (Dengue virus type 2 (strain 16681-PDK53)); Dengue-2 NS5 methyltransferase capping enzyme assay, biochemical; higher % means a stronger effect; one-dose inhibition, % at 25 µM; IC50 in µM for titrated hits; 340,000 tested, 0.3% active; in the data active = a potency from the dose series
XIAP antagonists: XIAP antagonists, biochemical, IAP family, fluorescence polarization (AID 1018). 200,000 tested, 0.007% active. XIAP BIR domain, fluorescence polarization peptide displacement; higher % means a stronger effect. displacement, % at 20 µM, or IC50 in µM where a hit was titrated; in the data active = displacement above about 50%; note: a part of the inactive calls stands beside numbers as strong as those of hits
WT yeast gro inh: growth inhibition of WT strain, primary screen, mitochondrial fusion inhibitor project, WT and mutant strains, chemical genetic; mitochondrial fusion phenotypic screen; inhibition, % at 10 µM; AID 1362, 2008; 190,000 tested, 2.1% active; in the data active = inhibition above about 58%; tested in S. cerevisiae
RSV CPE inhibition: RSV antiviral activity via CPE protection, HEp-2 cells, primary 10 µM value included (AID 2391); CPE inhibition, % at 10 µM, or IC50 in µM where a hit was titrated; 310,000 tested, 0.13% active; HEp-2 cells, RSV-induced CPE inhibition; higher % means a stronger effect; in the data active = a potency from the dose series; note: strong numbers were not always called active
West Nile virus CPE: West Nile virus antiviral activity, cell-based, CPE readout (AID 1621); West Nile virus-infected cells, CPE inhibition; higher % means a stronger effect; CPE inhibition, % at 10 µM; hits with a dose series show IC50 in µM; 290,000 tested, 0.02% active; in the data active = a potency from the dose series; note: strong numbers were not always called active
UTI89 phage lysis: inhibition of K1F phage lysis, E. coli UTI89, bacterial capsule biogenesis inhibitors, alamar blue (AID 488966); E. coli UTI89 K1F phage lysis, alamar blue, 2 h; higher % means a stronger effect; inhibition, % at 100 µM, or IC50 in µM where a hit was titrated; 340,000 tested, 0.02% active;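 active = phage lysis inhibition, versus mean bacterial control, above a set limit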;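 note: capsule biogenesis inhibitors block K1F phage lysis so surviving cells raise fluorescence; higher fluorescence means more inhibition of phage lysis; actives were called in the ten point dose series up to 300 µM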
WT yeast gro inh mutant strain: recorded beside WT yeast gro inh, whose call it bears; inhibition, %; mitochondrial fusion phenotypic screen, mutant strain inhibition
NS5 inhibitors pilot replicate: also measured in NS5 inhibitors; calls as there; inhibition, %; measured here: pilot screen replicate inhibition
* = called active by the depositor; i = inactive; . = not tested or not shown; [ ] = remark or other dose. Compounds were not picked by outcome, and some 2.2% of all compounds hit somewhere here.

SMILES	SV40 large T antigen	Yfh1-off respiration	CSM14.1 death rescue	NS5 inhibitors	XIAP antagonists	WT yeast gro inh	WT yeast gro inh mutant strain	RSV CPE inhibition	West Nile virus CPE	UTI89 phage lysis	others
CCOc1ccccc1N1CCN(c2nc(N)c(C#N)c(CC#N)c2C#N)CC1	23%	i	.	-26%	-10%	27	14	0.7%	0.3%	-1.0%
CCOC(=O)c1cnc2cc(-c3ccc(C(C)(C)C)cc3)nn2c1N	2%	i	-0.8%	7%	0.9%	-9	-2	3.2%	-0.3%	-1.4%
O=c1[nH]c2ccccc2n2cnnc12	10%	i	-0.2%	.	-3.4%	-11	-4	0.8%	0.7%	.
CCc1ccc2c(c1)C(O)(CC(=O)c1cccs1)C(=O)N2 (stereo unspecified)	5%	i	-1.5%	-5%	1.3%	4	0	0.4%	-0.1%	0.1%
COc1ccccc1-c1noc2ncnc(Nc3ccc4c(c3)OCO4)c12	5%	.	.	0%	.	.	.	4.0%	-0.6%	0.9%
CCC1=NN(C(=O)c2cccc(Br)c2)C(O)(c2ccc(Br)cc2)C1 (stereo unspecified)	2%	i	-1.7%	-5%	-6.8%	42	37	2.0%	-0.1%	0.1%
CCN(CC)CCCN1C=C2C(=O)C(C)(OC(=O)CCC(=O)OC)C(=O)C=C2C=C1C1CC1 (stereo unspecified)	22%	i	.	20%	.	.	.	0.5%	1.5%	1.4%
CCCCN(C)C(=O)c1nc2ccccn2c1CN1CCC[C@H]1CO	3%	.	.	-2%	.	.	.	2.4%	-0.6%	-0.4%	NS5 inhibitors pilot replicate=-5.5
O=C(Cc1ccc(Br)cc1)N1CCN(c2ccc(F)cc2)CC1	5%	i	1.1%	2%	-3.6%	22	35	2.8%	-0.5%	3.5%[50 µM]
CCCCN(CC)C(=O)c1ccc2c(c1)OCO2	-28%	i	-3.8%	-3%	-2.1%	-12	-23	0.6%	-0.2%	3.9%
O=S(=O)(CCN1C=CC(C(F)(F)F)=NCC1)c1ccc(Cl)cc1Cl	13%	i	.	-5%	.	.	.	-0.5%	-0.1%	-0.2%
CCN(CC)CCCN1C(=O)C(O)=C(C(=O)c2ccc(C)o2)C1c1ccc(C)o1 (stereo unspecified)	6%	i	-2.7%	-2%	-2.2%	0	11	-0.6%	-1.1%	-1.4%
C=CCNC(=S)NC(=O)c1oc2ccccc2c1C	5%	i	1.7%	-1%	-2.1%	27	28	-0.4%	-0.4%	-0.9%
CCCc1c(C(=O)NNc2cccc(Cl)c2)cnn1-c1ccccc1	6%	i	.	2%	.	.	.	10%	-0.6%	1.1%
CCc1ccccc1NC(=S)N1CCC(NC(=O)c2ccc(OC)cc2)CC1	-1%	i	-0.7%	-7%	-6.9%	9	-8	-0.1%	-1.3%	-3.4%
O=[N+]([O-])c1cc2c(c(CSc3ncccn3)c1)OCOC2	11%	i	1.7%	-2%	1.1%	-11	0	0.7%	-0.5%	1.0%
C#CCOc1coc(COC(=O)c2ccccc2)cc1=O	10%	.	.	.	.	.	.	-0.2%	0.3%	-1.7%
C=CCN1C(=O)c2ccc(C(=O)N3CCN(S(=O)(=O)c4ccccc4Br)CC3)cc2C1=O	15%	.	.	-4%	.	.	.	-1.5%	.	0.2%[50 µM]
COCCNC(=O)/C(C#N)=C\c1ccc(CNC(=O)C(=O)Nc2ccc(C)c(C)c2)o1	12%	i	5.3%	-4%	-4.9%	-5	3	0.2%	-0.8%	0.2%
Cc1ccc(C2=NN(C3=NN=C(N)Cc4ncnn43)C(O)(C(F)(F)F)C2)cc1 (stereo unspecified)	25%	i	1.3%	-4%	-3.5%	-15	-9	2.0%	-0.2%	0.4%
COc1ccc(NC(=S)NC(C)Cc2cccs2)cc1 (stereo unspecified)	5%	i	-1.3%	4%	-9.0%	-6	20	9.9%	-1.0%	0.2%
CCc1ccc(C(=O)NNC(=O)CCC2CCCCC2)cc1	14%	.	.	0%	.	.	.	1.4%	-0.3%	0.1%
CCC(O)(CCN1CCCCC1)c1ccccc1 (stereo unspecified)	-4%	i	-1.7%	-3%	-4.8%	15	1	1.2%	-0.3%	0.6%
CN1CC2(C(=O)c3ccccc3)CN(C)CC(C(=O)c3ccccc3)(C1)C2	-4%	i	-2.5%	-6%	-4.4%	1	-7	3.9%	-0.8%	0.8%
CCOC(=O)N1CCN(Cc2nc(-c3ccc(OC)cc3)no2)CC1	.	i	.	-5%	.	.	.	0.1%	-0.9%	-1.2%
COc1ccc(F)cc1S(=O)(=O)Nc1cc2c3c(c1)CC(=O)N3CCC2	12%	.	.	2%	.	.	.	0.7%	.	1.3%[50 µM]
COc1cccc(C(=O)O/N=C(\N)c2ccc([N+](=O)[O-])cc2)c1OC	10%	i	-0.4%	-1%	-8.9%	13	-6	4.4%	0.9%	0.3%
CCCCN1C(=O)C(=O)N(c2ccccc2)C1=S	5%	i	-1.2%	-7%	-7.5%	4	-4	0.8%	-0.6%	1.6%[50 µM]
CC/C(=N/N=C(\CC)c1ccccc1)c1ccccc1	7%	i	2.9%	-5%	-3.3%	40	32	2.7%	1.6%	-0.4%
CCOC(=O)c1ccccc1N1C(=O)CSC1=S	7%	i	-0.8%	-3%	3.3%	16	14	-0.5%	0.1%	1.2%

Structures from the list above that contain a Cl atom:
SMILES	SV40 large T antigen	Yfh1-off respiration	CSM14.1 death rescue	NS5 inhibitors	XIAP antagonists	WT yeast gro inh	WT yeast gro inh mutant strain	RSV CPE inhibition	West Nile virus CPE	UTI89 phage lysis	others
O=S(=O)(CCN1C=CC(C(F)(F)F)=NCC1)c1ccc(Cl)cc1Cl	13%	i	.	-5%	.	.	.	-0.5%	-0.1%	-0.2%
CCCc1c(C(=O)NNc2cccc(Cl)c2)cnn1-c1ccccc1	6%	i	.	2%	.	.	.	10%	-0.6%	1.1%

A section from further up, for reference:
SMILES	SV40 large T antigen	Yfh1-off respiration	CSM14.1 death rescue	NS5 inhibitors	XIAP antagonists	WT yeast gro inh	WT yeast gro inh mutant strain	RSV CPE inhibition	West Nile virus CPE	UTI89 phage lysis	others
C#CCOc1coc(COC(=O)c2ccccc2)cc1=O	10%	.	.	.	.	.	.	-0.2%	0.3%	-1.7%
C=CCN1C(=O)c2ccc(C(=O)N3CCN(S(=O)(=O)c4ccccc4Br)CC3)cc2C1=O	15%	.	.	-4%	.	.	.	-1.5%	.	0.2%[50 µM]
COCCNC(=O)/C(C#N)=C\c1ccc(CNC(=O)C(=O)Nc2ccc(C)c(C)c2)o1	12%	i	5.3%	-4%	-4.9%	-5	3	0.2%	-0.8%	0.2%
Cc1ccc(C2=NN(C3=NN=C(N)Cc4ncnn43)C(O)(C(F)(F)F)C2)cc1 (stereo unspecified)	25%	i	1.3%	-4%	-3.5%	-15	-9	2.0%	-0.2%	0.4%
COc1ccc(NC(=S)NC(C)Cc2cccs2)cc1 (stereo unspecified)	5%	i	-1.3%	4%	-9.0%	-6	20	9.9%	-1.0%	0.2%
CCc1ccc(C(=O)NNC(=O)CCC2CCCCC2)cc1	14%	.	.	0%	.	.	.	1.4%	-0.3%	0.1%
CCC(O)(CCN1CCCCC1)c1ccccc1 (stereo unspecified)	-4%	i	-1.7%	-3%	-4.8%	15	1	1.2%	-0.3%	0.6%
CN1CC2(C(=O)c3ccccc3)CN(C)CC(C(=O)c3ccccc3)(C1)C2	-4%	i	-2.5%	-6%	-4.4%	1	-7	3.9%	-0.8%	0.8%
CCOC(=O)N1CCN(Cc2nc(-c3ccc(OC)cc3)no2)CC1	.	i	.	-5%	.	.	.	0.1%	-0.9%	-1.2%
COc1ccc(F)cc1S(=O)(=O)Nc1cc2c3c(c1)CC(=O)N3CCC2	12%	.	.	2%	.	.	.	0.7%	.	1.3%[50 µM]
COc1cccc(C(=O)O/N=C(\N)c2ccc([N+](=O)[O-])cc2)c1OC	10%	i	-0.4%	-1%	-8.9%	13	-6	4.4%	0.9%	0.3%

Further records follow:
SMILES	SV40 large T antigen	Yfh1-off respiration	CSM14.1 death rescue	NS5 inhibitors	XIAP antagonists	WT yeast gro inh	WT yeast gro inh mutant strain	RSV CPE inhibition	West Nile virus CPE	UTI89 phage lysis	others
CCCN(CCC)CC(O)Cn1cc(/C=C/C(=O)c2cccs2)c2ccccc21 (stereo unspecified)	4%	i	1.3%	-19%	1.8%	15	-18	-1.4%	-1.9%	5.1%[50 µM]
CC1(C)NC(=O)N(c2ccccc2Cl)C1(C)NO (stereo unspecified)	12%	i	6.4%	-3%	-5.7%	-17	-16	2.0%	-0.2%	6.7%
CCCc1cc(=O)[nH]c(SCC(=O)c2c(N)n(CC(C)C)c(=O)n(C)c2=O)n1	3%	.	.	-9%	.	.	.	7.2%	.	2.3%[50 µM]
CCOc1ccc(NC(=O)CN(c2ccc([N+](=O)[O-])cc2)S(=O)(=O)c2ccccc2)cc1	11%	i	0.3%	-2%	-6.3%	20	-5	1.4%	-1.6%	1.6%[50 µM]
O=C(c1ccccc1)c1ccccc1NC(=O)C1CCCN1Cc1ccccc1 (stereo unspecified)	6%	i	.	8%	.	.	.	4.8%	-0.7%	-0.3%
CCOc1ccc(-n2c(SCC(=O)OC)nc3sc4c(c3c2=O)CCN(C)C4)cc1	18%	.	.	-15%	.	.	.	0.5%	0.8%	1.4%[50 µM]
CCOC(=O)c1ccc(NC(=O)CN2C(=O)C(CC)SC(CC)C2=O)cc1 (stereo unspecified)	12%	i	3.9%	0%	-12%	-32	17	-0.1%	-0.3%	0.1%
CC1CCCN(CCCNC(=O)c2ccc(CS(=O)(=O)Cc3cccc(Cl)c3)o2)C1 (stereo unspecified)	12%	.	.	-4%	.	.	.	0.5%	0.2%	0.2%
CC1CCN(C(=O)Cn2c3ccccc3c3nc4n(c(=O)c32)CCS4)CC1	2%	.	.	4%	.	.	.	-0.4%	0.5%	0.3%
O=S(=O)(NCCCCCNS(=O)(=O)c1ccc(F)cc1)c1ccc(F)cc1	3%	i	-0.7%	0%	-12%	-4	-3	-0.6%	-0.5%	0.4%
Cn1c(N=NC(=O)c2ccccc2)c(O)c2ccccc21	11%	i	-2.0%	-3%	-1.0%	12	5	1.3%	-0.7%	3.5%[50 µM]
COCCn1c(NC(=S)NC(=O)C23CC4CC(CC(C4)C2)C3)cc(=O)[nH]c1=O	45%	i	.	10%	.	.	.	1.2%	-0.2%	0.6%
Cc1nc(-c2ccc(Cl)cc2)sc1C1(C)CC(c2ccc([N+](=O)[O-])cc2)=NO1 (stereo unspecified)	4%	i	.	-8%	.	.	.	4.0%	-0.1%	1.0%
Cn1c(Cc2c[nH]c3ccccc23)n[nH]c1=S	18%	i	1.1%	-9%	-19%	-11	-25	1.6%	-0.1%	0.5%
COc1cc(OC)c(S(=O)(=O)Nc2ccccc2N2CCCCC2)cc1NC(C)=O	4%	i	.	-1%	.	.	.	-0.4%	0.0%	0.1%
